Screens (PubChem)
CR mimetic SO – lowers age-related superoxide in aged yeast cells; S. cerevisiae aged cells, superoxide DHE fluorescence; hits give low values; superoxide response (% of plate mean), % at 10 µM; 0.18% of 330,000 active; AID 2690;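 active = superoxide response under a set limit, about three screen SD below normal, cut at about 65% in these data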;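 note: yeast aged for seven days with compound at 30 °C before DHE staining; 100% = average MFI of all compound-treated wells on the plate with controls excluded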
PP1 inh – blocks human PP1-alpha phosphatase, a PP5 counter-screen; P62136; purified PP1alpha, OMFP fluorescence; inhibition, % at 6.7 µM; 0.9% of 320,000 active;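 active = inhibition above the mean inhibition of all tested compounds plus 3 SD, computed separately for each screening campaign, cut at about 15% in these data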
Target sequence (P62136 whole entry, looked up): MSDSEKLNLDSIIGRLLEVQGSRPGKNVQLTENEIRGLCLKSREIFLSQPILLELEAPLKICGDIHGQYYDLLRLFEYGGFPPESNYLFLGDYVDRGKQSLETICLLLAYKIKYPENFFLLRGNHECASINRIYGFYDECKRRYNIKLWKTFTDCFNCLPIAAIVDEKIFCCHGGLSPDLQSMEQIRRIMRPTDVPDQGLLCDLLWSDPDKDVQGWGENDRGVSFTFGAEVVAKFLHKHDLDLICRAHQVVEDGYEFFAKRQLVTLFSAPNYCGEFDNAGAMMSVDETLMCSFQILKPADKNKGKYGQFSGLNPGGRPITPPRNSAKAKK
EBNA-1 inhibitor – blocks EBNA-1 binding to DNA; inhibition, % at 14.8 µM; EBNA-1 DNA binding, fluorescence polarization; 0.34% of 300,000 active; AID 1950; in the data active = inhibition above about 28%
PP5 primary – inhibitors of human protein phosphatase 5 (PP5); P53041; purified PP5c, OMFP substrate fluorescence; inhibition, % at 6.7 µM; 0.18% of 320,000 active;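 active = inhibition above the campaign's mean inhibition across all tested compounds plus 3 SD, cut at about 9.5% in these data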;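 note: 0% = DMSO only and 100% = 100 µM cantharidin control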
HCV core dimer – HCV core protein dimerization inhibition. 0.33% of 300,000 active. inhibition, % at 5 µM. TR-FRET GST/Flag-core106 dimerization, 1536-well;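 active = inhibition above the mean of all tested compounds plus 3 SD, set per screening campaign, cut at about 45% in these data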
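Assay system: GST-tagged and Flag-tagged HCV core protein residues 1-106 / Times: compound-protein-antibody incubation 4 h at 22.5 °C / Signal: time-resolved FRET, ex 340 nm, em 617 and 671 nm / Evaluation: % inhibition based on acceptor/donor emission ratio / Benchmarks: wells lacking GST-core106 and wells with excess unlabelled core106 / Repeats: singlicate, one well per compound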
CTSL1 counter – cathepsin L1 inhibition, PFM18AAP counter-screen | inhibition, % at 5.96 µM | recombinant F. hepatica cathepsin L1, Z-Leu-Arg-MCA fluorescence | 0.49% of 300,000 active | AID 1906;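 active = inhibition above the mean of all tested compounds plus 3 SD, set per screening campaign, cut at about 17% in these data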;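 note: 0% = plate median of test compound wells and 100% = 1 µM Z-Phe-Ala-diazomethylketone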
ZTA DNA inh – blocks Epstein-Barr virus ZTA, an EBNA-1 counter-screen; P03206; ZTA-DNA binding, fluorescence polarization; inhibition, % at 11 µM; 0.15% of 320,000 active; in the data active = inhibition above about 33%
Target sequence (P03206 whole entry, looked up): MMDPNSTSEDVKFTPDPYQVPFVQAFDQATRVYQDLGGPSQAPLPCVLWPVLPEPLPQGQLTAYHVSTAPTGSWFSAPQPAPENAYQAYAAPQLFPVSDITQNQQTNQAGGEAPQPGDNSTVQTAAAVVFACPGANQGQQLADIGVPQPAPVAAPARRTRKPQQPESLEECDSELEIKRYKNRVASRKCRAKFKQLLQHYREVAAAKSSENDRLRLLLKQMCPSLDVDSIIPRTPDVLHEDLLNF
TPT1 inhibitor – blocks Candida albicans tRNA 2'-phosphotransferase; 0.81% of 300,000 active; AID 1962; recombinant caTPT1, FP RNA substrate dephosphorylation; inhibition, % at 5 µM;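 active = inhibition above the mean of all tested compounds plus 3 SD, set per screening campaign, cut at about 24% in these data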;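 note: plate controls were DMSO alone for no effect and ferristatin control at 100 nM for full effect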
GASC-1 inh – blocks human GASC-1 demethylase activity | Q9H3R0 | GST-JMJD2C(1-420) H3K9me3 demethylation, DELFIA europium | inhibition, % at 2.35 µM | 0.069% of 330,000 active | AID 2099;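 active = more than half of a compound's replicate wells show inhibition beyond 50%, single wells judged on their own value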;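 note: signal counts dimethyl H3K9 product captured on neutravidin plate; 0% = median of DMSO wells and 100% = 0.3 times that DMSO median; strong numbers were not always called active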
Target sequence (Q9H3R0 1-420 limits assumed): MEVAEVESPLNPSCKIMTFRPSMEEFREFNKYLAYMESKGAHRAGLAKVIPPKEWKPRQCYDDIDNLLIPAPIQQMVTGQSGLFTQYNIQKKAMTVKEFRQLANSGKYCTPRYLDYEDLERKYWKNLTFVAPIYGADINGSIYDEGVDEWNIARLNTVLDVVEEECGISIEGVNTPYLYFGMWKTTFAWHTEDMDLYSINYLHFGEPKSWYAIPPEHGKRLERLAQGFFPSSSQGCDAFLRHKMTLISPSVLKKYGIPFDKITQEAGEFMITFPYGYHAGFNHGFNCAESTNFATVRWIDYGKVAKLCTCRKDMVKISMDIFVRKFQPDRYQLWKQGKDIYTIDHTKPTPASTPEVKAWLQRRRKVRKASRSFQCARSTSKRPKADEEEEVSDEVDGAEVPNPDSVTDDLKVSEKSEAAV
* marks the source's active call; other numbers are inactive results; · = no result given.

smiles,TPT1 inhibitor,PP1 inh,CTSL1 counter,GASC-1 inh,EBNA-1 inhibitor,ZTA DNA inh,HCV core dimer,CR mimetic SO,PP5 primary
Cc1cc2c(c(=O)o1)C(CC(C)C)C(C#N)=C(N)O2 (centres undefined),6,-3,-5,-16,-4,4,-3,110,4.8
CCOc1cc(OCC)cc(C(=O)NCc2ccco2)c1,3,-4,0,13,4,3,12,107,4.2
COc1cc(OC)cc(-c2c(-c3ccc(F)cc3)c3cc(Br)ccc3n2C)c1,·,3,·,-6,·,5,·,112,1.0
O=C(NCC1CCNCC1)c1ccncc1,-1,6,1,3,-11,-28,2,119,-0.4
COc1ccc(-c2nc(CS(=O)CC(=O)NCCCN3CCOCC3)c(C)o2)cc1OC (centres undefined),-5,3,8,3,-3,-12,-14,98,-4.2
COc1ccc(C)cc1S(=O)(=O)Nc1ccc2c(c1)OCCO2,-6,2,-1,90,4,1,-4,112,-0.4
Cc1ccc(S(=O)(=O)N2CCCCC2)cc1C(=O)N1CCN(c2ccccn2)CC1,1,-4,-4,28,-1,7,-4,99,1.4
O=C(C1CCN(CC2CC=CCC2)CC1)N(CCc1ccccc1)Cc1ccccc1 (centres undefined),-1,5,-5,-2,-11,-8,-8,87,2.3
COc1ccc(C)cc1-n1nnnc1SCc1cc(=O)n2cc(C)ccc2n1,-5,2,2,-6,3,4,6,104,-2.1
CCOC(=O)N1CCC(N(C(=O)Nc2cccc(OC)c2)C(C)CC)CC1 (centres undefined),-1,-7,-7,2,-3,-9,-5,122,3.6
COc1ccc(C(=O)Oc2cccc(/C=N/NC(N)=S)c2)cc1,0,-1,5,8,7,-5,8,101,1.4
CCN1CCN(CCNC(=O)c2ccc(/C=C3/Sc4ccccc4N(Cc4cccc(C)c4)C3=O)cc2)CC1,-1,1,0,-13,0,57*,-12,110,10*
O=C(CN1CCOc2ccccc21)N1CCC(Cc2ccccc2)CC1,-6,4,-3,1,5,-13,-1,102,3.0
CC(C)CNC(=O)c1ccccc1NC(=O)CN(c1ccc2c(c1)OCCO2)S(C)(=O)=O,-5,-2,-4,4,3,-14,3,88,2.7
COCCn1c(C)cc(/C=C(\C#N)C(=O)OCC(=O)N(C)c2c(N)n(Cc3ccccc3)c(=O)[nH]c2=O)c1C,3,-1,7,30,9,11,4,98,-1.4
COc1ccc(OC)c(C2CC(=O)N3CN(c4cccc(Cl)c4C)CSC3=C2C#N)c1 (centres undefined),-3,-1,5,-5,4,0,-3,89,0.2
O=C(Nc1cccc2ccccc12)/C(=C/c1ccc([N+](=O)[O-])cc1)NC(=O)c1ccccc1,5,-1,2,-1,-6,17,3,74,2.6
COc1ccc(S(=O)(=O)N2CCC(C(=O)N(C)Cc3ccc(C)o3)CC2)cc1OC,·,-2,·,0,·,8,·,92,-2.0
CN(C)/C=C/C(=O)c1ccc(Cl)cc1Cl,0,-3,-4,-18,4,11,-1,100,-0.8
Cc1ccc(C(=O)Nc2ccc(Cl)cc2C)c(Cl)c1,3,-4,7,-4,10,13,1,96,-3.4
Cc1cc2nc(N)sc2cc1C,0,-2,2,4,-5,-4,5,93,-1.8
CS(=O)(=O)c1ccccc1C(=O)Nc1ccccc1Cc1ccccc1,0,4,2,16,18,3,13,102,-0.2
Cc1ccc(-c2cc(C(F)F)n3ncc(C(=O)Nc4c(C)nn(Cc5c(Cl)cccc5Cl)c4C)c3n2)cc1,-7,-1,7,0,-8,-4,11,105,2.0
Cc1cc(C)cc(OCc2nc(-c3cccnc3)no2)c1,2,3,-1,0,9,-16,-2,97,0.8
C=C(C)c1cccc(C(C)(C)NC(=O)Nc2nnc(C(C)C)s2)c1,-2,4,0,4,-12,10,2,104,1.1
N#Cc1ccc(CN2CCN(C(=O)CC(NC(=O)c3ccccc3)c3ccccc3)CC2)cc1 (centres undefined),5,-6,2,-2,-3,0,0,88,1.1
O=C(O)CCCCCCC1C(=O)NC(=O)N1CCC(O)C1CCCCC1 (centres undefined),1,-2,-1,-19,10,17,-3,90,-0.8
Cc1ccc(NC(=O)COC(=O)c2sccc2C)cc1S(=O)(=O)N1CCOCC1,3,2,-8,-4,-4,-1,4,106,1.5
Nc1ccc(Br)cc1C(=O)O,-5,-2,-1,-15,3,-4,-6,112,0.7
CC(=O)N1CCN(c2ccc(NC(=O)c3ccco3)cc2)CC1,-1,-2,2,-3,-1,1,7,96,1.2

Looked up above:
COc1ccc(OC)c(C2CC(=O)N3CN(c4cccc(Cl)c4C)CSC3=C2C#N)c1 (centres undefined) @ HCV core dimer = -3
COCCn1c(C)cc(/C=C(\C#N)C(=O)OCC(=O)N(C)c2c(N)n(Cc3ccccc3)c(=O)[nH]c2=O)c1C @ ZTA DNA inh = 11
Cc1cc2nc(N)sc2cc1C @ HCV core dimer = 5

Next part
smiles,TPT1 inhibitor,PP1 inh,CTSL1 counter,GASC-1 inh,EBNA-1 inhibitor,ZTA DNA inh,HCV core dimer,CR mimetic SO,PP5 primary
Cc1ccc2[nH]c(=O)c(CN(CC3CCCO3)S(=O)(=O)c3c(C)ccc4nsnc34)cc2c1 (centres undefined),-1,-2,1,-7,10,2,0,100,-0.5
Cc1ccc(C)c(S(=O)(=O)N2C(=S)NC(=O)C2CC(C)C)c1 (centres undefined),-3,1,1,4,-2,-19,0,95,1.4
CCOc1ccc(-c2ccc(SCC(=O)N3CCOCC3)nn2)cc1,-1,1,-3,-3,-2,-14,-1,76,0.8
CC(=O)c1ccc(CC2SC(N)=NC2=O)cc1 (centres undefined),2,16*,-3,-3,-7,6,-23,110,-3.1
CCOC(=O)c1c(C)[nH]c2c1cc(O)c1ccccc12,-4,-4,3,-12,-10,-22,-31,114,3.6
CSCC(=O)N1CCC(n2nccc2NC(=O)CCCc2ccccc2)CC1,-5,-3,-3,-12,2,13,6,97,-2.5
COc1cc(CNc2ccc3c(c2)CCC3)cc(OC)c1O,2,-1,0,20,-1,15,0,99,2.4
CC(C)(C)c1ccc(-c2nc3cc(N)ccc3o2)cc1,1,7,2,5,-6,1,1,106,2.5
COC(=O)Nc1c(-c2ccccc2)nc2ccc(C)cn12,-5,-3,-2,8,2,-5,0,96,1.3
COc1cc(NS(=O)(=O)c2ccc(NC(=S)NC(=O)c3ccc(F)c(F)c3)cc2)nc(OC)n1,0,0,-2,-2,-6,4,-1,102,3.1
O=C(CN(C(=O)CSc1nc2ccccc2o1)c1cccc(F)c1)NC1CCCCC1,0,2,-9,1,14,5,6,121,0.2
Cc1ccc(-n2c(SCC(=O)NCc3cccs3)nnc2-c2ccoc2C)cc1,0,-3,1,10,1,17,2,108,-1.3
Cc1onc(-c2ccccc2)c1C(=O)NCCc1ccc(S(N)(=O)=O)cc1,-1,0,1,-5,12,-13,-3,92,-1.6
O=c1[nH]c(SCc2ccccc2F)nc2ccccc12,-6,-1,3,42,11,12,1,94,1.1
CON(C)S(=O)(=O)c1ccc2c(c1)NC(=O)C1CCCN21 (centres undefined),11,5,1,·,8,-8,26,97,3.8
C#CCOCCOCCOCCNc1nc(N2CCN(C(=O)[C@H](CCC(=O)O)n3cc(C(N)CO)nn3)CC2)nc(N2CCN(C(=O)[C@H](Cc3ccc(O)cc3)n3cc(C(N)[C@H](C)CC)nn3)CC2)n1 (some centres undefined),3,-3,-3,2,-1,-3,-13,101,1.5
Cc1ccnc(NC(=O)CCS(=O)(=O)c2ccccc2)c1,-1,-3,-10,31,4,-3,-8,103,0.5
C=CCNC(=O)c1sc(SC)cc1-c1ccc(Cl)cc1,0,0,-1,7,10,17,-14,85,1.3
Cc1ccc(NC(=O)C(=O)Nc2ccc(C)cn2)nc1,-3,-3,-4,0,-4,2,-3,106,0.0
O=C(CSc1nnc(NCc2ccccc2)s1)N1CCOCC1,4,-6,-3,4,-1,-4,-5,75,0.7
Cc1cc(NC(=O)COC(=O)COc2ccc(Cl)cc2C)c([N+](=O)[O-])cc1C,1,1,-2,17,1,-11,2,133,1.1
CCNC(=O)COC(=O)C1CCN(S(=O)(=O)c2ccc3c(c2)OCCO3)CC1,1,-3,0,-9,-7,6,-2,107,-2.1
NC(N)=NC1=NC(=O)C(Cc2ccccc2)S1 (centres undefined),-1,-4,-4,2,-14,-7,-3,104,0.7
CC1CCN(Cc2c(C(=O)N/N=C/c3cc(Br)ccc3O)nnn2-c2nonc2N)CC1,1,9,1,8,-3,0,29,100,-0.1
Cc1cc(N2CCN(c3nc(-c4ccccc4)cs3)CC2)c2ccccc2n1,-1,2,5,15,9,-13,3,98,3.5
O=C(Nc1cccc([N+](=O)[O-])c1)c1ccc2c(c1)OCO2,-5,1,-1,8,1,-10,-7,104,1.1
O=C(C1=C(O)C(=O)N(c2nc3ccc(Cl)cc3s2)C1c1ccco1)c1ccco1 (centres undefined),·,19*,·,-5,·,6,·,136,0.4
CCCc1cc(=O)[nH]c2nnc(SCC(=O)NCc3ccc4c(c3)OCO4)n12,-1,-2,5,-17,0,-12,-2,107,-0.2
CCOC(=O)N1CCN(C(=O)Cc2cccc3ccccc23)CC1,-1,-5,-3,-5,-9,-7,-6,119,4.0
CC1(C)CC(=O)C2=C(C1)OC(N)=C([N+](=O)[O-])C2c1ccc(C#N)s1 (centres undefined),0,-1,-1,12,0,17,-9,112,1.6

Reprinted at random: 2 compounds from above.
smiles,TPT1 inhibitor,PP1 inh,CTSL1 counter,GASC-1 inh,EBNA-1 inhibitor,ZTA DNA inh,HCV core dimer,CR mimetic SO,PP5 primary
CC(=O)c1ccc(CC2SC(N)=NC2=O)cc1 (centres undefined),2,16*,-3,-3,-7,6,-23,110,-3.1
CC1(C)CC(=O)C2=C(C1)OC(N)=C([N+](=O)[O-])C2c1ccc(C#N)s1 (centres undefined),0,-1,-1,12,0,17,-9,112,1.6

(more compounds)
smiles,TPT1 inhibitor,PP1 inh,CTSL1 counter,GASC-1 inh,EBNA-1 inhibitor,ZTA DNA inh,HCV core dimer,CR mimetic SO,PP5 primary
CC(C)Cn1c(SC(C)C(=O)Nc2ccc(N3CCOCC3)cc2)nc2ccccc21 (centres undefined),3,4,3,10,3,-3,3,92,4.8
O=C(NCCc1cccc(Cl)c1)c1cccnc1,3,-2,1,-8,3,10,1,94,3.4
Cc1ccc(C(=O)OCC(=O)NN2C(=O)NC3(CCC(C)CC3)C2=O)cc1 (centres undefined),2,-1,-12,0,4,8,-1,100,-4.0
CCCn1c(=O)c2ccccc2n2c(SCCOc3ccccc3)nnc12,0,-1,-5,19,6,-14,2,102,0.3
Clc1ccc(-c2nnc3n2-c2ccccc2SC3)cc1,0,-3,0,-4,-11,4,4,101,1.8
CCOC(=O)N1CCC(C(=O)Nc2ccc(OCC)cc2)CC1,-1,-2,0,-6,4,7,-5,83,-1.1
O=C(O)CSCc1cnn(-c2ccccc2)c1-n1cccc1,-1,2,1,4,8,3,-5,98,0.6
CCCCNC1=NCCS1,0,-1,6,-11,-7,-2,-1,109,-1.4
O=C(NCCOc1ccccc1)C1CCC(=O)N(Cc2ccc(Cl)cc2)C1 (centres undefined),0,-3,-2,2,-10,-8,3,125,2.3
O=C(COc1ccc2ccccc2c1Br)Nn1cnnc1,4,-3,2,6,-2,1,11,99,-0.9
CC1CCCC(NC(=O)C2CCN(S(=O)(=O)N3CCCCCC3)CC2)C1C (centres undefined),-1,5,1,-2,-7,0,-4,81,2.1
COc1ccccc1N1CC(C(=O)OCc2nc(N)nc(Nc3ccccc3)n2)CC1=O (centres undefined),·,0,·,-6,·,-12,·,94,1.8
CCS(=O)(=O)N1CCC(C(=O)Nc2cc(C)ccc2O)CC1,1,-1,-1,-20,-3,-2,-7,96,1.8
Cc1oncc1C(=O)NC(C)C,-1,-5,-1,3,1,12,2,102,-2.2
CC(Sc1nnc(-c2ccco2)n1N)C(=O)NCC1CCCO1 (centres undefined),·,-1,·,5,·,-8,·,114,0.9
